Assay outcomes as filed in PubChem BioAssay.
miR122 inh – blocks miR-122 activity in Huh7 sensor cells. AID 602342. 0.3% of 340,000 active. Huh7 miR-122 Renilla luciferase sensor, 48 h; neutral wells = 0, positive control = 100. activation (reporter increase), % at 12.5 µM;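 active means mean replicate activation score at least 90 and every replicate individually at or above 90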;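 further: higher luciferase means less miR-122 activity so hits act as miR-122 inhibitors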
* hit, by the source's call. Only part of the results is shown. The share of hits here may be higher or lower than overall.

SMILES	miR122 inh
Cc1cc(Oc2ccccc2)nc(SCC(=O)Nc2ccc(Cl)c(Cl)c2)n1	7
CC(=O)c1ccc(NC(=O)CSc2nnc(NC(=O)c3ccco3)s2)cc1	7
Cc1c(C(=O)Nc2nc(-c3ccccn3)cs2)oc2ccccc12	-3
CCOC(=O)C1CCN(S(=O)(=O)c2cccc(-c3csc(C)n3)c2)CC1	-1
Cc1cc(N2CCCC2=O)cc(C)c1S(=O)(=O)NCCOc1ccccc1	3
COc1ccccc1C(=O)NCC(=O)OCC(=O)c1ccc2c(c1)-c1ccccc1C2	-2
Cc1onc(-c2c(Cl)cccc2Cl)c1C(=O)NCCN1CCOCC1	-1
Cc1ccc(S(=O)(=O)N2CCOCC2)c(C)c1NS(C)(=O)=O	-3
O=C(Cn1c(=O)c2c(ncn2C2CCCC2)n(Cc2ccccc2)c1=O)N1CCc2ccccc21	-3
N#Cc1cc2c([nH]c1=S)CCCCCC2	-1
CC(C)(C)OCC(NC(=O)C(CC(N)=O)NC(=O)OC(C)(C)C)C(=O)OC(C)(C)C (configuration not stated)	-14
O=C1CC(N2CCN(c3ccc(F)cc3)CC2)C(=O)N1Cc1cccs1 (configuration not stated)	9
Cn1c(COc2ccccc2)nnc1SCCC(=O)Nc1ccccc1	-8
Cc1ccccc1OCCn1nc(C(=O)O)c2ccccc2c1=O	2
Cc1ccc2nc(N(CCCN(C)C)C(=O)c3cc4ccccc4oc3=O)sc2c1	2
CCn1nc(NC(=O)c2ccco2)c2cc3ccccc3nc21	10
CCN(CC)c1nc(N)c2c(N)n(-c3ccccc3C)c(=S)c(C#N)c2c1C#N	-5
Cc1nc(C(=O)Nc2cccc(Cl)c2Cl)nn1-c1cc(OC(C)C)c(Cl)cc1Cl	57
CC1=CC(C)=Nc2ccccc2N1	3
Brc1ccccc1-c1nnc(CSc2nncn2-c2ccccc2)o1	-5
COc1cc(Br)cc2cc(C(=O)N3CCCCC3C)c(=O)oc12 (configuration not stated)	-6
O=c1c(-c2ccc(Cl)cc2)coc2c(CN3CCOCC3)c(O)ccc12	-2
CC1CCCC(C(=O)O)N1C(=O)CCSSCCC(=O)N1C(C)CCCC1C(=O)O (configuration not stated)	-5
COC(=O)c1coc(-c2ccc(OC)cc2)c1C(=O)OC	-6
COC(=O)c1nn(C23CC4CC(CC(C4)C2)C3)c2c1C(=O)N(c1ccc(Br)cc1)C2=O	-2
COCn1c(COc2ccccc2)nc2ccccc21	-21
O=C(Cn1cnc([N+](=O)[O-])n1)NCc1ccccc1	-4
Cn1c(=O)[nH]c(=O)c2c1nc(NC1CCCCC1)n2Cc1ccccc1	-4
CS(=O)(=O)c1nc2ccccc2n1Cc1ccccc1	-5
O=C(N1CCC(O)(c2cccnc2)CC1)C12CC3CC(CC(C3)C1)C2	1

The last four records of the section before come first, to join the parts.
SMILES	miR122 inh
O=C(Cn1cnc([N+](=O)[O-])n1)NCc1ccccc1	-4
Cn1c(=O)[nH]c(=O)c2c1nc(NC1CCCCC1)n2Cc1ccccc1	-4
CS(=O)(=O)c1nc2ccccc2n1Cc1ccccc1	-5
O=C(N1CCC(O)(c2cccnc2)CC1)C12CC3CC(CC(C3)C1)C2	1
O=C(CCN(CCO)Cc1ccccc1)Nc1ccc(Br)cc1	-1
Cc1ccc(NC(=O)CCOc2ccccc2)c(C)c1	-2
COc1ccc(C2N(S(=O)(=O)c3ccccc3)CCN2S(=O)(=O)c2ccc(C)cc2)cc1 (configuration not stated)	3
COc1ccc(CNc2nc(SC)n[nH]2)cc1OC	6
O=C(CSc1nc2ccccc2s1)NNC(=O)Nc1ccc(Cl)c(Cl)c1	24
Cc1cc(C)c2c(N)c(S(=O)c3ccc(C(C)(C)C)cc3)sc2n1 (configuration not stated)	-1
COc1ccc(C(=O)Nn2c(C)ccc2C)cc1OC	-8
COCCNC(=O)c1ccc(NS(=O)(=O)c2cc(C)ccc2C)cc1	12
O=C(NC(NC(=S)Nc1ccc(Cl)c(Cl)c1)C(Cl)(Cl)Cl)c1ccco1 (configuration not stated)	7
Cc1ccc(S(=O)(=O)NCCC(=O)Nc2nnc(C)s2)cc1	-3
CC(/C=N/n1cnnc1)=C\c1ccccc1	-5
CCC(Sc1nc(N)cc(N)n1)C(=O)O (configuration not stated)	-4
C=CCSc1nnc(NC(=O)CSc2nnc(C)s2)s1	-1
CCOC(=O)C1CCN(C(=O)COc2ccc(Cl)cc2Cl)CC1	0
CCOc1cc(CNc2ccc(CNc3ncn[nH]3)cc2)ccc1OCc1ccccc1	0
O=C1c2oc3ccc(F)cc3c(=O)c2C(c2ccccc2)N1CC1CCCO1 (configuration not stated)	-3
CCOC(=O)c1ccccc1NC(=O)c1c(O)c2ccccc2n(CC)c1=O	-6
Cc1cccc(N2CCN(C(=O)Cn3c(=O)[nH]c4ccsc4c3=O)CC2C)c1 (configuration not stated)	-10
Cn1c(=O)c2cn(-c3ccc4c(c3)OCCO4)cc2n(C)c1=O	-6
COc1ccc(C(=O)N2CCN(C(=O)CC(C)C)CC2)cc1OC	24
CCOC(=O)c1sc(NC(=O)/C=C/c2cnn(CC)c2C)c(C(=O)OCC)c1C	-9
OCCN(C=NC1=NN(c2cccc(C(F)(F)F)c2)CC1)CCO	7
Cc1cccc(/C=C/c2onc(C)c2S(=O)(=O)N2CCC(C(=O)N3CCCCC3)CC2)c1	-2
COc1ccc(-c2cc(-c3ccccc3)n3ncnc3n2)cc1	-4
O=C(Nc1ccccc1Cl)c1cccs1	-2
Cc1cnc(C(=O)Nc2cccc3ncccc23)cn1	-7
COc1ccc(CNC(=O)C(C)NC(=O)c2cc3ccccc3o2)cc1 (configuration not stated)	-2
COc1ccc(-n2nc(C(=O)N3CCCCC3)c3ccccc3c2=O)cc1	-4
CCOC(=O)c1cc2n(n1)C(C(F)(F)F)CC(C)N2 (configuration not stated)	-8
Cc1ccc(C2C(C(=O)O)c3ccccc3C(=O)N2C)o1 (configuration not stated)	0
Cc1c(NC(=O)CSc2nc3ccccc3s2)c(=O)n(-c2ccccc2)n1C	-10
COc1ccc(CCn2c(Br)nc3c2c(=O)[nH]c(=O)n3C)cc1	-16
Cc1ccc(-c2nnc(N(C)C(=O)c3cccnc3)s2)cn1	-2
CCC12C(=O)C(CC)(C(c3ccccc3)=C1c1ccccc1)[C@@H]1C(=O)N(c3ccccc3)C(=O)C12 (some centres not stated)	3
CCOC(=O)C1CCN(C(=O)C2CCN(S(=O)(=O)N3CCCC3)CC2)CC1	0
COc1ccccc1C(=O)Nc1nnc(SCC(=O)NCc2ccco2)s1	2
Cc1cc(OCC(=O)N2CCCC2)cc(C)c1Cl	2
Cc1cc(C)c(NC(=O)NC(=O)c2ccc(F)cc2)c(C)n1	-2
Nc1ccc(C(=O)OCC(=O)N2c3ccccc3Sc3ccccc32)cc1[N+](=O)[O-]	-2
CCCn1nc(C(=O)NCCc2ccc(S(N)(=O)=O)cc2)c2ccccc2c1=O	1
Cc1cc(F)ccc1NCc1cccnc1	0
Cc1ccc2ncnc(NCCCN3CCOCC3)c2c1	5
Nc1ccccc1NC1=CC(=O)CC(c2ccco2)C1 (configuration not stated)	9
Cc1sc2ncnc(OCC(=O)NC(C)C)c2c1C	-1
Cc1cc(C)c2[nH]c(=O)c(C(c3nnnn3CC3CCCO3)N3CCC(C)CC3)cc2c1 (configuration not stated)	57
CC(=O)N1CCN(Cc2cc(=O)n3cc(Cl)c(C)c(Cl)c3n2)CC1	13
CC(C)CNS(=O)(=O)c1ccc(OCC(=O)Nc2ccc(F)cc2F)cc1	35
Cc1ccc2c(c1)nnn2C1CCN(S(=O)(=O)c2ccc(C(=O)N3CC(C)CC(C)C3)cc2)CC1 (configuration not stated)	0
C=CC(C)n1c(Br)nc2c1c(=O)[nH]c(=O)n2C (configuration not stated)	154*
O=C(O)c1ccc(CSc2nc3ccccc3o2)cc1	0
Cc1ccc(-c2cc(C(F)F)n3ncc(C(=O)NCc4ccco4)c3n2)cc1	2
O=c1cc(O)c2c(=O)n(-c3ccccc3)c3c(c2o1)CCCCCC3	0
Cc1ccc([N+](=O)[O-])cc1N=Nc1c(-c2ccc([N+](=O)[O-])cc2)[nH]n(C(N)=S)c1=O	-12
Cc1cc(C)n(-c2ccc(C(=O)Nc3ccc4c(c3)OCCO4)cc2)n1	-4
CCOc1cc(NC(=O)C2CCCCC2)c(OCC)cc1NC(=O)c1ccco1	0
CCCNC(=O)N1CCN(C(=O)NCCC)CC1	0
Cc1cc(NC(=O)COc2cccc(Oc3ccccc3)c2)no1	1
Cc1cccc(Oc2sc(C(=O)c3ccccc3)c(N)c2C#N)c1	-11
O=C(Nc1cccnc1N1CCOCC1)c1ccco1	-5
CCC(C)NC(=O)C1CC(c2ccc(OC)cc2)=NO1 (configuration not stated)	-2
The results go on.
SMILES	miR122 inh
Cc1ccc2cc(CN(Cc3cccs3)Cc3nnnn3CC3CCCO3)c(=O)[nH]c2c1C (configuration not stated)	-7
CC(C)C[C@H](NC(=O)Nc1cccc(Cl)c1)C(=O)O	-2
C=CCn1c(-c2cccn(Cc3cccc(Cl)c3)c2=O)n[nH]c1=S	3
Cc1ccc(-c2nc3nc4ccccc4nc3n2Cc2ccco2)cc1	3
CCc1cc(=O)oc2cc(C)cc(OCc3nn[nH]n3)c12	-6
CC1CCc2nc(NC(=O)CN3CCN(Cc4ccc5c(c4)OCO5)CC3)sc2C1 (configuration not stated)	-1
Cc1ccsc1C(=O)NC(C)c1ccc2c(c1)OCO2 (configuration not stated)	12
c1ccc2c(-c3ccncc3)c[nH]c2c1	-7
CCn1c(CNC(=O)COc2ccc(C(C)C)cc2)nnc1SCC(=O)Nc1ccccc1	4
CCC(C)NS(=O)(=O)c1ccc(OCC(=O)NCc2ccco2)cc1 (configuration not stated)	9
CCN1C(=S)SC(=O)C1=C1C=C(C)N(CCO)C(C)=C1	-6
c1ccc2oc(NC3=NCN(CC4CCCO4)CN3)nc2c1 (configuration not stated)	-8
COC(=O)C1=C(C)Nc2c(c(=O)n(C)c(=O)n2C)C1c1ccc(Cl)cc1 (configuration not stated)	-1
CC1CCN(CC(=O)NCc2ccccc2)CC1	1
CCC1CSC(Nc2ccc(C(=O)/C=C/c3ccc(OC)c(OC)c3)cc2)=N1 (configuration not stated)	-1

Overlap with the part before: three compounds; new compounds follow.
SMILES	miR122 inh
COC(=O)C1=C(C)Nc2c(c(=O)n(C)c(=O)n2C)C1c1ccc(Cl)cc1 (configuration not stated)	-1
CC1CCN(CC(=O)NCc2ccccc2)CC1	1
CCC1CSC(Nc2ccc(C(=O)/C=C/c3ccc(OC)c(OC)c3)cc2)=N1 (configuration not stated)	-1
CCn1c(SCC(=O)Nc2nc(-c3ccccc3)cs2)nc2c1c(=O)n(C)c(=O)n2C	-4
Cc1ccc2sc3ccc(NC(=O)c4ccccc4Cl)cc3c(=O)c2c1	57
c1ccc(Cc2nnc3sc(-c4cccnc4)nn23)cc1	10
COc1cc(C(=O)Nc2nc3ccccc3[nH]2)cc(OC)c1OC	9
Cn1c(CO)cnc1S(=O)(=O)Cc1ccc([N+](=O)[O-])cc1	-2
COc1cc2c(cc1[N+](=O)[O-])-c1ccc([N+](=O)[O-])cc1C2=NNC(N)=S	-19
COc1ccc(C(=O)Nc2ccc3c(c2)nc2n3CCSC2)cc1	-4
c1ccc(OCCSc2nnnn2C2CCCCC2)cc1	1
Cc1nn(C/C(C#N)=N\O)c(C)[n+]1N	5
COCCCNC(=S)N1CCN(C(=O)C(=O)Nc2ccc(C(=O)OC)cc2)CC1	4
C=CCn1c(-c2oc3nc(-c4ccccc4)cc(-c4ccccc4)c3c2N)n[nH]c1=S	-10
CC(C)(C)c1nnc(NS(C)(=O)=O)s1	5
Cc1ccc(Nc2nc(-c3c(C)nc4ccccn34)cs2)cc1	11
CCOc1cccc(-c2nnc3sc(-c4cccs4)nn23)c1	3
O=C(CSc1nnnn1C1CCCC1)N1CCCc2ccccc21	-4

Four compounds already listed, arranged by molar mass, falling:
SMILES	miR122 inh
COCCCNC(=S)N1CCN(C(=O)C(=O)Nc2ccc(C(=O)OC)cc2)CC1	4
COc1cc2c(cc1[N+](=O)[O-])-c1ccc([N+](=O)[O-])cc1C2=NNC(N)=S	-19
O=C(CSc1nnnn1C1CCCC1)N1CCCc2ccccc21	-4
CCOc1cccc(-c2nnc3sc(-c4cccs4)nn23)c1	3

Next part
SMILES	miR122 inh
CCCCc1nc2ccccc2c(=O)n1NC(=O)c1c(O)c2c(n(CC(C)C)c1=O)CCCC2	-12
O=C1CCCc2[nH]nc(-c3cccnc3)c21	-12
O=S(=O)(O)c1nnc2sc3ccccc3n12	-6
N#Cc1cc2ccccc2nc1SCC(=O)Nc1ccc(S(=O)(=O)N2CCCC2)cc1	-6
COc1ccc(C[C@H]2CN3C(=NC[C@H]3Cc3ccccc3)N2CCNC(=O)c2ccc(C)c(Br)c2)cc1	-25
Cc1nn(-c2ccc(C(=O)O)cc2)c(=O)c2ccccc12	1
O=C(Nc1ccccc1)/C(=C/c1ccccc1)c1ccccc1	3
O=C(CSc1nnc(-c2ccc(Br)cc2)n1C1CCCCC1)N1CCCC1	-3
CC(C)[C@H](NC(=O)c1ccc(Cl)c([N+](=O)[O-])c1)C(=O)NCc1ccc(F)cc1	-1
O=C(Nc1ccc(S(=O)(=O)N2CCN(Cc3ccccc3)CC2)cc1)c1cnccn1	-19
CC1CCCCC1NC(=O)C1CCN(S(=O)(=O)N2CCOCC2)CC1 (configuration not stated)	2
Cc1nnc(SCC(=O)Nc2cccc(C(F)(F)F)c2)[nH]c1=O	-4
Cc1[nH]c(=O)c(C#N)cc1-c1ccccc1	-32
CSc1ccc(CN2C(=O)C(F)(F)Oc3c(C(C)=O)cccc32)cc1	3
Cc1cc(C)n(-c2cc(N3CCN(S(=O)(=O)c4ccc(C)c(C)c4)CC3)ccc2[N+](=O)[O-])n1	2
CC1(C)Cc2cccc(OCC(=O)N3CCN(c4ccc([N+](=O)[O-])cc4)CC3)c2O1	-7
COc1ccc(CCNC(=O)CN2CCN(c3cccc(C(F)(F)F)c3)CC2)cc1	-14
Cc1cc(NC(=O)CCC(=O)N(c2cccc(F)c2)C(C(=O)NC2CCCC2)c2ccncc2)no1 (configuration not stated)	1
CCCCN(CC)C(=O)CN1C(=O)c2ccccc2C1=O	-8
CCOC(=O)c1cnn(CCOC(=O)c2ccccc2)c1NC(=O)c1ccccc1	-7
N#C/C(=C\c1ccc(-c2ccccc2)o1)C(=O)Nn1cnnc1	-6
